# Assay outcomes: PubChem BioAssay, several laboratories
# OPRM1-OPRD1 inv = inverse agonists of human mu-delta opioid receptor heterodimerization; P35372+P41143; cell-based MOR-DOR heterodimer luminescence, inverse agonism; inhibition, % at 9.3 µM; 0.21% of 340,000 active; in the data active means inhibition above about 22%, passing the limit was not always enough;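 further: 0% = cells with DMSO and 100% = wells without cells with DMSO; values of inactives mirror those of a sister screen read the other way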
# Target sequence (P35372 whole entry, looked up): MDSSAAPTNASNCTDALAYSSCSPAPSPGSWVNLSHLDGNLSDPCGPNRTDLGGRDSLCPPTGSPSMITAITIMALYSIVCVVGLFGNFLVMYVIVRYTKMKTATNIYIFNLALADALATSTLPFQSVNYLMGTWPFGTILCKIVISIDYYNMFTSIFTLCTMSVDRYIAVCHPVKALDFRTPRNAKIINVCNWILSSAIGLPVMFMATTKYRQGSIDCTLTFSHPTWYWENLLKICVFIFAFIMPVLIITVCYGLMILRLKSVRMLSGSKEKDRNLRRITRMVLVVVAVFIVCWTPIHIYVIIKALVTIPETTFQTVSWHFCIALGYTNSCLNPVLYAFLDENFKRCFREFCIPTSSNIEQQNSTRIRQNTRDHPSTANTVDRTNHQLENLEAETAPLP
# Target sequence (P41143 whole entry, looked up): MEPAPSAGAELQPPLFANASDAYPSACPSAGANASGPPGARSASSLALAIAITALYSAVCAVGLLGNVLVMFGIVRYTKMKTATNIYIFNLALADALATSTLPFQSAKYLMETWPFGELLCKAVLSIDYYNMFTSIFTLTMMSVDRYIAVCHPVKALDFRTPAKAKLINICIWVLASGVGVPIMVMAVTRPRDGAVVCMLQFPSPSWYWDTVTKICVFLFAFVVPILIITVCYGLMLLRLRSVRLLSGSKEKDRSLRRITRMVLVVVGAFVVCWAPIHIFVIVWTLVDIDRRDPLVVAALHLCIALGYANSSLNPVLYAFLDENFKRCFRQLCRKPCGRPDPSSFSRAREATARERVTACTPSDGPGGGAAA
# HTR5A inv ag = HTR5A inverse agonism, opioid heterodimer counter-screen | P47898 | HTR5A cell line, luminescence | inhibition, % at 9.3 µM | 0.083% of 340,000 active; in the data active means inhibition mostly above about 23%, no sharp cut-off; inactive means mostly below about 18%;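 further: 0% = cells with DMSO and 100% = no-cell wells with DMSO; some compounds called inactive have numbers as strong as hits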
# Keap1 Nrf2 FP = Keap1-Nrf2 (human) interaction inhibition | inhibition, % at 9.4 µM | AID 504523 | Keap1 Kelch-Nrf2 peptide fluorescence polarization, 1536-well | 0.15% of 340,000 active | Q14145; in the data active means inhibition above about 12%;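 further: human Keap1 Kelch domain with fluorescein labeled Nrf2 9mer peptide probe; 0% = neutral control wells and 100% = peptide positive control; higher means more block of Keap1 binding to Nrf2 peptide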
# OPRM1-OPRD1 ag = agonists of human mu-delta opioid receptor heterodimerization; AID 504326; activation, % at 9.3 µM; cells, OPRM1-OPRD1 heterodimerization, luminescence; 0.3% of 340,000 active; P35372+P41143; in the data active means activation above about 18%;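 further: 0% = vehicle-treated cells and 100% = reference agonist; values of inactives mirror those of a sister screen read the other way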
# LANA DNA inh = blocks KSHV LANA C-terminal domain binding to DNA | 0.078% of 340,000 active | inhibition, % at 9 µM | MBP-C-LANA/FAM-LBS DNA binding, fluorescence polarization;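 active means highest replicate inhibition at or above 60% at 9 µM, even if other replicates fall short; inactive means all replicates below 60% inhibition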;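 further: 0% = neutral control wells and 100% = 4 µM acridine orange control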
# Cardiac RTF inh = cardiac RTF calcium desensitization; P19429+P45379; IANBD-labeled cardiac RTF, Ca2+ fluorescence; inhibition, % at 7.15 µM; 0.12% of 340,000 active; AID 493244;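 active means inhibition above the mean inhibition of all tested compounds plus 3 SD, cut at about 17% in these data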;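 further: assay run at fixed EC70 calcium of 1.6 mM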
# V-ATPase pH = regulators of yeast V-ATPase proton transport; 0.37% of 350,000 active; S. cerevisiae, pHLuorin cytosolic pH fluorescence; response, % at 10 µM; in the data active means response mostly above about 7.3%, no sharp cut-off; inactive means mostly below about 5.4%; further: actives read high; inactives centre near 0; some compounds called inactive have numbers as strong as hits; reference of the scale not given here
# HTR5A ag = counter-screen for OPRM1-OPRD1 agonists: human HTR5A agonism; P47898; HTR5A agonist assay, luminescence, cell-based; activation, % at 9.3 µM; 0.61% of 340,000 active; in the data active means activation mostly above about 9.5%, no sharp cut-off; inactive means mostly below about 7.6%;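 further: 0% = cells with vehicle only and 100% = reference agonist; strong numbers were not always called active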
# CAL PDZ FP = inhibitors of human CAL PDZ peptide binding. purified CAL PDZ, TMR-peptide fluorescence polarization, 1 h. inhibition, % at 24.9 µM. 0.92% of 300,000 active;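 active means mean inhibition of at least 30% with at least half of replicates also reaching 30%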;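 further: 0% = DMSO neutral control and 100% = excess unlabeled competitor peptide PRC23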
# RTF Ca sens act = increases calcium sensitivity of human cardiac regulated thin filaments. AID 493008. activation, % at 7.2 µM. IANBD-labeled TnC RTF fluorescence at EC20 calcium; 0% EC20 calcium, 100% full calcium. 0.24% of 340,000 active;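 active means activation above the mean over all tested compounds plus 3 SD, cut at about 30% in these data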;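 further: rise in fluorescence read as greater calcium sensitivity of cardiac thin filaments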
# Numbers without * were called inactive; / = no result given.
SMILES,OPRM1-OPRD1 inv,HTR5A inv ag,Keap1 Nrf2 FP,OPRM1-OPRD1 ag,LANA DNA inh,Cardiac RTF inh,V-ATPase pH,HTR5A ag,CAL PDZ FP,RTF Ca sens act
O=C(NCCc1ccco1)c1nn(Cc2ccccc2)c(=O)c2ccccc12,3,-7,-5,-0.6,2.2,1,10,4,2,-1
Oc1ccc(/C=N/n2cnn(Cc3ccccc3Cl)c2=S)c(O)c1,14,-13,1,-3.0,0.5,4,5,4,-4,-10
CC(NC(=O)c1cccc(F)c1)C1CC2CCC1C2 (stereo not drawn),-5,-4,-3,0.9,-0.4,0,-1,1,/,0
CCCCN(C)CCOc1ccccc1OCC,19,-1,-5,-3.7,0.9,-11,6,0,0,4
CCOC(=O)C1=C(C)N(c2ccccc2)C(=O)C1,2,9,2,-0.4,-3.4,-16,3,2,/,0
CN(C)CCCNS(=O)(=O)c1cc(Cl)c(Cl)cc1Cl,14,1,-2,-2.8,1.2,-1,-1,1,-2,-3
COC(=O)c1ccc(N(CC(=O)NCC2CCCO2)C(=O)CCC(=O)Nc2cc(C)on2)cc1 (stereo not drawn),-8,2,-2,1.1,0.4,6,-4,-1,-2,-4
Cc1cccc(NC(=O)CSc2cn[nH]n2)c1,7,14,-1,-0.9,0.0,-3,6,-5,/,-1
OCCOCCOc1cccc2[nH]ccc12,13,-10,-4,-2.3,-0.7,-6,-6,-1,/,6
CCc1ccc(OCC(=O)NNC(=O)c2ccc(-n3cncn3)c([N+](=O)[O-])c2)cc1,14,-12,0,-2.6,2.5,-5,1,2,-3,-4
COC(=O)Cc1c(O)ccn(CCc2ccc(S(N)(=O)=O)cc2)c1=O,11,3,-5,-2.2,-1.9,-4,0,-1,1,1
Cc1nc(NNC(=O)c2ccc(Cl)cc2Cl)cc(-c2ccccc2)n1,-3,-9,-5,0.5,-1.2,-4,-3,3,-1,8
O=C(CNC(=O)c1ccccc1)N/N=C/C=C/c1ccccc1,7,-31,-6,-1.3,2.7,3,-2,0,1,0
COc1ccc2cc3cc(C(=O)NCCN4CCN(c5ccccc5F)CC4)oc3nc2c1,-12,4,1,2.0,-1.9,-6,-7,3,0,2
Clc1nc(CN2CCOCC2)nc2sc3c(c12)CCC3,16,-1,-5,-3.5,1.7,-15,-1,0,-4,4
CN(CCNC(=O)C1CC(=O)N(C2CCCC2)C1)Cc1ccccc1 (stereo not drawn),4,0,-9,-0.8,0.6,-13,4,0,/,-4
N/C(COc1ncn(-c2ccccc2)n1)=N\S(=O)(=O)c1ccccc1,-4,-13,4,0.5,1.0,4,0,5,-7,-4
Cc1cn(CC(=O)NCc2ccccc2)c(=O)[nH]c1=O,9,-14,-5,-1.9,-2.2,-1,0,4,-2,0
Cc1nccn1CC(O)COc1ccccc1 (stereo not drawn),8,5,-4,-1.5,3.0,-5,-1,-2,-2,1
Cc1ccc(-n2nc3c(=O)n(C(C)C(=O)NCCCc4ccccc4)nc(C)c3c2C)cc1 (stereo not drawn),0,14,-2,-0.1,-0.8,-3,1,-4,-4,-4
Cc1ccc(S(=O)(=O)NC(=O)COc2ccc(Cl)cc2Cl)cc1,9,-1,0,-1.7,0.8,-3,-3,1,-8,-4
O=S(=O)(CCSc1nc2ccccc2o1)Cc1ccccc1,10,-3,-5,-1.7,-1.0,-3,2,5,-1,0
CC(C)N(C(=O)[C@H]1C[C@H](CC(=O)NCc2ccco2)C(=O)N2CCc3c([nH]c4cc(CCC(=O)N(C)C)ccc34)[C@]12C)C(C)C,21,-1,5,-4.2,-1.6,-5,5,0,-7,-6
Cc1cc(CNC(=O)c2cccc([N+](=O)[O-])c2)c2ccccc2n1,-3,13,0,0.6,0.0,-9,-4,2,2,0

# Compound profiles (already shown). Values in the order: OPRM1-OPRD1 inv	HTR5A inv ag	Keap1 Nrf2 FP	OPRM1-OPRD1 ag	LANA DNA inh	Cardiac RTF inh	V-ATPase pH	HTR5A ag	CAL PDZ FP	RTF Ca sens act
# O=S(=O)(CCSc1nc2ccccc2o1)Cc1ccccc1 reads 10	-3	-5	-1.7	-1.0	-3	2	5	-1	0
# CC(C)N(C(=O)[C@H]1C[C@H](CC(=O)NCc2ccco2)C(=O)N2CCc3c([nH]c4cc(CCC(=O)N(C)C)ccc34)[C@]12C)C(C)C reads 21	-1	5	-4.2	-1.6	-5	5	0	-7	-6

# Carrying on:
SMILES,OPRM1-OPRD1 inv,HTR5A inv ag,Keap1 Nrf2 FP,OPRM1-OPRD1 ag,LANA DNA inh,Cardiac RTF inh,V-ATPase pH,HTR5A ag,CAL PDZ FP,RTF Ca sens act
COc1ccc(S(=O)(=O)N2CCN(C(=O)c3ccco3)CC2)cc1OC,4,15,6,-0.8,-0.3,-1,0,-5,/,1
NC(=NC(=O)c1ccc(OCC(F)(F)F)nc1)c1ccc(Cl)cc1,-38,11,-2,7.4,-0.6,1,-3,0,-2,-1
COc1cc(/C=N/NC(=O)c2nnn(-c3nonc3N)c2C(C)C)ccc1O,2,-7,-2,-0.5,1.3,-2,-2,0,10,-4
Cc1cccc(CCNC(=O)c2cccc(N3CCCC3=O)c2)c1,16,6,-4,-3.1,0.1,0,-2,-2,2,-7
CCC(=O)N(Cc1ccco1)Cc1cc2cc3c(cc2[nH]c1=O)OCO3,12,7,-5,-2.6,0.9,-12,3,-3,-6,4
COc1ccc2c(c1)OC[C@H]1[C@H]2N2C(=O)[C@H](C)NC(=O)[C@@]2(C)[C@H]1c1ccccc1,13,6,1,-2.1,1.5,-19,-1,6,1,-4
Cc1cc(-c2csc(N)n2)c(C)n1-c1ccc(Cl)c(Cl)c1,7,-31,-3,-1.1,-1.4,-11,-2,0,-2,-1
O=C(CSC1=NNC(c2ccccn2)S1)Nc1ccccc1 (stereo not drawn),-4,-25,-4,0.8,-0.1,0,-1,-5,/,0
Cc1ccc(CN2CCC(n3nccc3NC(=O)c3ccc4c(c3)OCO4)CC2)o1,9,3,-4,-1.7,-2.0,-3,1,-1,-2,-4
CCOC(=O)N1CCN(c2c(NCCCN(CC)c3cccc(C)c3)c(=O)c2=O)CC1,5,-5,-1,-0.8,-0.3,7,3,2,1,2
COc1cccc(CC(NC(C)=O)C(=O)NC2CCN(S(=O)(=O)c3ccc4ccccc4c3)CC2)c1 (stereo not drawn),5,-2,-4,-0.8,-0.9,6,-7,-1,-1,-5
CC1CCc2c(sc3ncnc(NCCN4CCOCC4)c23)C1 (stereo not drawn),9,-1,0,-1.7,-1.1,-5,-2,0,/,-3
COc1ccc(N=Cc2c(O)[nH]c3ccccc23)cc1OC,4,-5,-6,-0.7,-1.4,12,6,1,1,-5
CN(C)c1cc[n+](Cc2ccccc2)cc1,-15,3,-3,3.3,0.8,-2,0,6,-4,3
CCCNC(=O)c1cc(C)no1,8,4,2,-1.4,0.3,3,0,-2,-4,-1
Cc1nnc(SCC(=O)NNC(=O)COc2ccc(Cl)cc2)n1C,3,-18,-7,-0.6,-1.3,1,-1,7,-1,5
NC(=O)c1c(NC(=O)CCCC(=O)O)sc2c1CCCCCC2,-4,3,3,0.7,-1.4,-1,0,-1,-5,9
CC12CCC(=O)C=C1CCC1C2C(O)CC2(C)C(c3csc(N)n3)CCC12 (stereo not drawn),2,-13,-4,-0.3,-1.5,-10,0,3,-5,-5
CCCN(CC(=O)Nc1ccccc1OC)C(=O)Cn1c(=O)oc2ccccc21,5,-14,-8,-1.0,0.0,9,6,6,-1,0
Cc1ccc(NC(=O)c2ccc(CSc3ccccn3)cc2)c(O)c1,3,-6,-6,-0.6,0.4,4,-4,1,-4,-4
COc1ccccc1C(C)N(C)Cc1nc(COc2ccccc2)no1 (stereo not drawn),-17,0,-4,3.5,-3.6,-11,4,0,-4,3
CCOc1ccc(OCCC(=O)OCC(=O)c2c(N)n(C)c(=O)n(C)c2=O)cc1,6,5,-4,-1.0,1.3,-11,4,1,1,6
CCC(C)NC(=O)C(NS(=O)(=O)c1ccc2c(c1)c(=O)n(C)c(=O)n2C)c1ccccc1 (stereo not drawn),7,-2,3,-1.3,0.1,-2,-1,1,/,-2
CN(Cc1ccco1)S(=O)(=O)c1ccc(CN2C(=O)c3cccnc3C2=O)s1,11,18,1,-2.1,-0.8,-5,13*,-5,-4,-1
Cc1ccc([C@@H]2CC=C(C(=O)O)[C@H](c3ccc(F)cc3)N2S(=O)(=O)c2ccccc2C)cc1,9,-1,-3,-1.8,1.4,-4,1,0,-7,-4
CCc1ccc(NC(=O)Cn2ncn3c(cc4ccccc43)c2=O)cc1,-1,-10,4,0.1,-1.6,8,-3,0,-1,1
O=C(COc1ccc(F)cc1)N1c2ccccc2CCc2ccccc21,0,-18,2,0.1,-0.7,-13,-3,-7,-1,1
O=C(COC(=O)/C=C/c1ccc(F)cc1)Nc1ccc2[nH]c(=O)[nH]c2c1,12,2,4,-2.2,-0.3,5,-3,-1,-2,-3
CCOC(=O)c1cnc2nc(SC)nn2c1N,17,-13,0,-3.6,3.2,12,0,-2,-3,11
CC(CCc1ccccc1)NC(=O)COC(=O)C1=COCCO1 (stereo not drawn),10,-4,-1,-1.7,1.0,-4,2,0,-3,3
CC(Cc1ccccc1)C(=O)N(C)Cc1cccnc1 (stereo not drawn),-17,-12,-7,3.1,-1.6,-12,2,5,2,2
COc1ccc(-n2nc3c(c2NC(=O)c2ccc(S(=O)(=O)N4CCOCC4)cc2)CS(=O)(=O)C3)cc1,13,19,-1,-2.4,0.1,-4,0,6,/,3
CNC(=O)c1ccc2c(c1)nnn2C,4,6,-3,-0.6,2.3,9,-4,-2,5,-3
CCOc1ccc(NC(=O)CSc2nnc(NC(=O)C3CC3)s2)cc1,5,-1,-4,-0.8,-1.4,-16,-3,0,-5,1
CCCn1c(C)cc(C(=O)COc2ccc(C)nc2[N+](=O)[O-])c1C,9,17,-1,-1.7,1.5,-16,-2,5,-3,4
COc1ccc(CC(=O)Nc2cccc3ccccc23)cc1OC,4,2,3,-0.8,-1.3,-5,-1,-1,-3,-4
Cc1cccc(Nc2nc(C)nc3c2oc2ccccc23)c1,-1,-11,-9,0.2,-0.2,-1,-2,3,-12,-3
O=C(O)CC(C(=O)N(c1ccccc1)c1ccccc1)N1CCOCC1 (stereo not drawn),-11,0,-3,1.9,-0.7,-3,5,-5,-3,3
CC(Sc1cnccn1)C(=O)O (stereo not drawn),/,/,-1,/,1.2,/,-1,/,3,/
CC(=O)Nc1ccc(NC(=O)C(C)n2nc([N+](=O)[O-])c(Br)c2C)cc1 (stereo not drawn),1,3,1,-0.2,1.6,-10,0,-1,-4,-5
Cc1ccc2c(c1)N(CC(=O)Nc1ccccc1F)C(=O)CO2,13,13,2,-2.7,-0.1,-1,2,-4,56*,1
COc1ccc(CCNC(=O)c2ccc(Cl)cc2Cl)cc1,2,-6,-1,-0.3,0.1,4,2,2,0,7
CC(C)c1cc[n+](-c2nc([O-])sc2C=O)cc1,-14,1,3,2.8,21,-9,1,0,-3,10
O=[N+]([O-])c1ccc(N/N=C/c2sc(N3CCOCC3)nc2-c2ccccc2)c(S(=O)(=O)Nc2ccc(Cl)cc2)c1,2,0,-3,-0.4,0.2,-27,-5,0,-1,6
Cn1cc(-c2cc(C(=O)O)on2)cn1,10,-13,-2,-1.9,2.0,-12,0,5,19,5
CCCNS(=O)(=O)c1ccc(CCC(=O)NCCc2ccc(OC)c(OC)c2)cc1,0,-16,4,-0.1,-2.5,-5,-4,6,-3,-2
Cc1c(NC(=O)c2cc(-c3cccc(Cl)c3)on2)c(=O)n(-c2ccccc2)n1C,1,3,-3,-0.2,-1.1,6,-6,2,1,4
